KKLEB tox = CF airway cell cytotoxicity counter-screen; KKLEB CF airway cells viability, ATPlite luminescence, overnight; active compounds read low; cells stimulated with P. aeruginosa culture filtrate; activity change (cytotoxicity), % at 5 µM; hit rate 0.36% among 360,000;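 active means corrected activity change at or below -50% at 5 µM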
COUP-TFII inh = NR2F2 (human) inhibition, primary screen. inhibition, % at 8.6 µM. P24468. hit rate 0.7% among 370,000. AID 686940. HEK293T NGFI-A luciferase reporter, luminescence;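 active means inhibition above a per-plate cutoff, mean inhibition of test wells between control levels plus 3 SD, cut at about 38% in these data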;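 further: cells cotransfected with COUP-TFII expression vector driving the NGFI-A reporter; 0% = median of COUP-TF2 test wells and 100% = reporter-only cells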
Target sequence (P24468 whole entry, looked up): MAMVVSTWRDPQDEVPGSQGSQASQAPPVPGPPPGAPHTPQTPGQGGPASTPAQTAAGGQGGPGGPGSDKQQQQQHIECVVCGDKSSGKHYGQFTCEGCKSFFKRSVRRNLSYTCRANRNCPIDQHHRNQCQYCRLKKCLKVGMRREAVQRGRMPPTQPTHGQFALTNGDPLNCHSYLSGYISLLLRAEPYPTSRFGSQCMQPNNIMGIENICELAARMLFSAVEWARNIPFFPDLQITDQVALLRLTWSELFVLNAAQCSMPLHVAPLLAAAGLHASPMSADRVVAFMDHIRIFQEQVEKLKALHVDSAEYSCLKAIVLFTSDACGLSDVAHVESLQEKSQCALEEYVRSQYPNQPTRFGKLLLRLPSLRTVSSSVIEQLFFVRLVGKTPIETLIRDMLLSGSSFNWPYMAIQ
CF NFkB block = inhibitors of cystic fibrosis induced NF-kB | KKLEB NF-kB-GFP reporter, PAF-induced, GFP fluorescence overnight | AID 588850 | hit rate 0.86% among 360,000 | inhibition, % at 5 µM;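 active means at least 50% inhibition at 5 µM, scaled per plate between neutral and stimulator controls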;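 further: PAF is a Pseudomonas aeruginosa culture filtrate used as stimulus; plate controls were PAF-stimulated DMSO wells for no effect and unstimulated DMSO wells for full effect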
LMP1 NFkB inh = inhibitors of Epstein-Barr LMP1-induced NF-kappaB reporter. LMP1-induced NF-kappaB luciferase reporter cells, luminescence. inhibition, % at 12.5 µM. hit rate 0.69% among 350,000. AID 504558; in the data active means inhibition above about 41%;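 further: 0% = neutral control wells and 100% = reference inhibitor control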
NCOA1 inh = inhibitors of human steroid receptor coactivator 1 (SRC1). inhibition, % at 3.6 µM. hit rate 0.12% among 360,000. AID 588354. Q15788. HEK293 GAL4-SRC1 luciferase reporter, luminescence;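 active means inhibition above the campaign mean plus 3 SD, with each screening campaign given its own cutoff, cut at about 60% in these data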;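 further: 0% = DMSO treated cells and 100% = gossypol at 36 µM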
LRH-1 inv ag = inverse agonists of human LRH-1 (NR5A2); O00482; HEK293T StAR-luciferase reporter, LRH-1 transfected, 24 h; inhibition, % at 3.6 µM; hit rate 0.13% among 360,000; AID 602396;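 active means inhibition above the mean inhibition of all tested compounds plus 3 SD, cut at about 73% in these data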;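 further: 0% = DMSO wells and 100% = reporter-only cells lacking LRH-1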
Target sequence (O00482 whole entry, looked up): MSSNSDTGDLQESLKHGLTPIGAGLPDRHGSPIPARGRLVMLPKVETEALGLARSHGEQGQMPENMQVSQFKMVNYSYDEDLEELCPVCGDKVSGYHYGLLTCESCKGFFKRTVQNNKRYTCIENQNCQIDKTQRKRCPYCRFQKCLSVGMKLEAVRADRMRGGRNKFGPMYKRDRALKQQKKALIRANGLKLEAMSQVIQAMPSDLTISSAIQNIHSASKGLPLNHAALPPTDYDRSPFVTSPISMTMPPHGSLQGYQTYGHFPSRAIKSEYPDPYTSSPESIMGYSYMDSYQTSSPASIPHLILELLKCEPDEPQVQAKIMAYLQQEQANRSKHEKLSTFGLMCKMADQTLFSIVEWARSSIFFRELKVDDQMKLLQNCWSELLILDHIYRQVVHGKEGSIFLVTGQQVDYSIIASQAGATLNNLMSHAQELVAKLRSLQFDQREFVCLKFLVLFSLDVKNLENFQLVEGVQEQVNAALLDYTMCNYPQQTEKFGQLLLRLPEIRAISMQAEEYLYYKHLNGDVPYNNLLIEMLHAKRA
TRAIL sens C8 = caspase-8 TRAIL sensitization | NB7+C8 cells + TRAIL, ATPlite viability luminescence | inhibition (viability loss, TRAIL sensitization), % at 10 µM | hit rate 1% among 360,000;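 active means compounds causing at least 50% loss of cell viability in the single-dose screen, relative to plate controls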
TWEAK Fn14 block = blocks TWEAK-Fn14 interaction in a reporter cell assay; TWEAK-stimulated Fn14 reporter cells, luciferase luminescence, 8 h; inhibition, % at 10 µM; hit rate 2% among 360,000; AID 1159606; in the data active means inhibition above about 50%
TROY NFkB inh = inhibitors of TROY-dependent NF-kB signaling; Q293 LMP1-TROYcd NF-kB luciferase reporter, 4 h; hit rate 0.98% among 360,000; inhibition, % at 10 µM;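 active means compounds whose plate-normalised and pattern-corrected inhibition of the luciferase reporter signal at the single screening dose is 50% or more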
Shn3 inh set2 = inhibitors of Schnurri-3 3'UTR reporter in osteoblasts; hit rate 0.52% among 360,000; Clone20 osteoblast Shn3 3'UTR firefly luciferase, 24 h; inhibition, % at 12.5 µM; AID 588674;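 active means mean inhibition of at least 75% with every replicate also reaching 75%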;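 further: 0% = median of neutral control wells and 100% = pilot-screen positive control compound; some compounds past the cut are filed as inactive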
SRC3 inh = inhibits human SRC3 coactivator; Q9Y6Q9; HEK293 GAL4-SRC3 luciferase reporter, luminescence; inhibition, % at 3.6 µM; hit rate 0.17% among 360,000;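 active means inhibition above a per-campaign cutoff, the mean of all compounds plus 3 SD, cut at about 60% in these data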;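 further: 0% = DMSO-treated cells and 100% = gossypol-treated cells at 36 µM; higher means less SRC3-driven luciferase light from the GAL4 reporter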
* = called active by the depositor; · = not tested or not shown.

A first look (14 entries):
SMILES	KKLEB tox	COUP-TFII inh	CF NFkB block	LMP1 NFkB inh	NCOA1 inh	LRH-1 inv ag	TRAIL sens C8	TWEAK Fn14 block	TROY NFkB inh	Shn3 inh set2	SRC3 inh
COc1ccccc1-c1cc(C(F)(F)F)nc(S(=O)(=O)CCCC(=O)O)n1	-40	-14	33	-15	0	-20	-16	28	14	3	18
COC(=O)C1=CN(Cc2ccccc2)C=C(C(=O)OC)C1c1ccc(OC)c(OC)c1	8	16	2	-12	-21	-10	-9	-6	5	11	-21
CC(=O)c1cccc(CN2CCCC(CCC(=O)NCc3ccccc3F)C2)c1 (stereo not given)	3	23	-16	-2	-44	-9	-1	6	-2	-21	8
COc1ccc(-c2noc(C(C)n3nc(C)c([N+](=O)[O-])c3C)n2)cc1OC (stereo not given)	-2	-5	-14	-17	9	3	-10	-14	4	12	1
OCCn1nc2c3ccccc3nc-2n(-c2ccccc2)c1=S	-5	6	9	4	4	1	-9	0	5	9	10
CC(=O)c1cn(CC(=O)Nc2ccc(C)cc2C)c2ccccc12	-1	50*	-1	12	22	52	8	37	22	68	33
S=c1[nH]nc(CNc2ccc(Cl)cc2)n1Cc1ccccc1	13	18	-1	0	-28	-10	2	8	-30	-10	26
O=C(OCC(=O)N1c2ccccc2Sc2ccccc21)c1cccnc1	9	8	-33	12	-108	2	-3	-9	6	13	1
COc1ccccc1OCCC(=O)OCC(=O)NCc1ccc(F)cc1	17	4	-20	69*	-36	10	-10	-6	-5	-19	14
Cc1ccc(N2C(=O)C(Cl)=C(N3CCOCC3)C2=O)cc1Cl	-3	-44	-14	14	0	23	2	4	-16	18	16
CC1CCCC(NC(=O)c2ccc3c(c2)NC(=O)CS3)C1C (stereo not given)	-23	-5	-6	-5	-5	-9	5	10	-8	-8	0
CCCCN(C)CCn1c(=S)[nH]c2ccc(N3CCOCC3)cc2c1=O	-8	9	3	-11	-9	1	7	-14	-29	2	1
CCNC(=O)C1(C)CCCN(C(=O)c2cc(C)nn2C(C)(C)C)C1 (stereo not given)	5	12	13	·	7	2	-3	-1	10	-9	-1
O=C(CSc1nc(C2CC2)n(-c2ccccc2)n1)NCc1ccco1	-8	-13	-3	-3	9	-22	-1	4	-14	-10	-8

The listing, from the start:
SMILES	KKLEB tox	COUP-TFII inh	CF NFkB block	LMP1 NFkB inh	NCOA1 inh	LRH-1 inv ag	TRAIL sens C8	TWEAK Fn14 block	TROY NFkB inh	Shn3 inh set2	SRC3 inh
COc1ccccc1-c1cc(C(F)(F)F)nc(S(=O)(=O)CCCC(=O)O)n1	-40	-14	33	-15	0	-20	-16	28	14	3	18
COC(=O)C1=CN(Cc2ccccc2)C=C(C(=O)OC)C1c1ccc(OC)c(OC)c1	8	16	2	-12	-21	-10	-9	-6	5	11	-21
CC(=O)c1cccc(CN2CCCC(CCC(=O)NCc3ccccc3F)C2)c1 (stereo not given)	3	23	-16	-2	-44	-9	-1	6	-2	-21	8
COc1ccc(-c2noc(C(C)n3nc(C)c([N+](=O)[O-])c3C)n2)cc1OC (stereo not given)	-2	-5	-14	-17	9	3	-10	-14	4	12	1
OCCn1nc2c3ccccc3nc-2n(-c2ccccc2)c1=S	-5	6	9	4	4	1	-9	0	5	9	10
CC(=O)c1cn(CC(=O)Nc2ccc(C)cc2C)c2ccccc12	-1	50*	-1	12	22	52	8	37	22	68	33
S=c1[nH]nc(CNc2ccc(Cl)cc2)n1Cc1ccccc1	13	18	-1	0	-28	-10	2	8	-30	-10	26
O=C(OCC(=O)N1c2ccccc2Sc2ccccc21)c1cccnc1	9	8	-33	12	-108	2	-3	-9	6	13	1
COc1ccccc1OCCC(=O)OCC(=O)NCc1ccc(F)cc1	17	4	-20	69*	-36	10	-10	-6	-5	-19	14
Cc1ccc(N2C(=O)C(Cl)=C(N3CCOCC3)C2=O)cc1Cl	-3	-44	-14	14	0	23	2	4	-16	18	16
CC1CCCC(NC(=O)c2ccc3c(c2)NC(=O)CS3)C1C (stereo not given)	-23	-5	-6	-5	-5	-9	5	10	-8	-8	0
CCCCN(C)CCn1c(=S)[nH]c2ccc(N3CCOCC3)cc2c1=O	-8	9	3	-11	-9	1	7	-14	-29	2	1
CCNC(=O)C1(C)CCCN(C(=O)c2cc(C)nn2C(C)(C)C)C1 (stereo not given)	5	12	13	·	7	2	-3	-1	10	-9	-1
O=C(CSc1nc(C2CC2)n(-c2ccccc2)n1)NCc1ccco1	-8	-13	-3	-3	9	-22	-1	4	-14	-10	-8
COc1ccc(NS(=O)(=O)c2cc(NC(=O)C(CC(C)C)NC(N)=O)ccc2N2CCOCC2)cc1 (stereo not given)	5	-11	-11	1	-2	-15	3	14	-18	-4	25
CCOC(=O)CN(C(=O)COc1nc(-c2ccccc2)cc(C)c1C#N)c1ccccc1C	-8	-27	14	·	12	0	23	11	-4	29	-1
COC(=O)c1ccccc1NC(=O)CN1C(=O)CSC1=O	8	7	-6	-13	-15	2	-6	0	7	-7	5
CCOC(=O)C(=CNNc1cccc(Cl)c1)C(=O)OCC	0	-13	-4	-3	6	-1	3	-3	21	-15	18
Cc1csc(NC(=O)Cc2ccccc2Cl)n1	-1	2	4	-5	-55	-61	8	-7	-54	-66	-76
CCC/C(=C1/c2ccccc2C(=O)N1c1ccccc1)c1ccc2c(c1)OCCO2	-2	0	28	-3	-6	11	2	13	11	-20	-18
COc1cccc(/C=C2/C(=O)NN(c3ccccc3)C2=O)c1	-9	4	-3	-9	2	-17	-10	9	-11	1	8
COCCN(C(=O)CSc1nncn1-c1ccccc1)c1c(N)n(Cc2ccccc2)c(=O)[nH]c1=O	-14	10	3	6	-7	14	6	-7	6	6	-2
CCOc1ccccc1NC(=O)CN(C)S(=O)(=O)c1cccc2nsnc12	-7	0	6	-20	4	8	-1	-22	8	11	-2
COc1ccc(Cn2nnnc2C(CC(C)C)N2CCN(c3ccccc3)CC2)cc1 (stereo not given)	-4	0	2	8	-51	-2	10	-9	8	25	2
CCC(=O)N1CCC2(CC1)Oc1ccc(F)cc1C(=O)C21CC(c2ccccc2)=NO1 (stereo not given)	-1	7	14	0	2	1	-2	-10	13	-3	2
Cc1cc(NC(=O)CCC2CCCC2)no1	2	-6	-2	-13	-60	-30	26	-32	-31	-2	-19
CC(C)(C)Cc1nnc(NC(=O)CCc2ccccc2)s1	-8	-9	11	-21	-16	-2	-6	-14	-24	-27	-28
C=CCn1c(SCC(=O)Nc2c(C)n(C)n(-c3ccccc3)c2=O)nc2scc(-c3ccccc3)c2c1=O	-10	-16	12	23	11	31	5	34	-1	2	19
CCOC(=O)C(NC(C)=O)C(O)c1ccc([N+](=O)[O-])cc1 (stereo not given)	0	14	11	-7	0	6	0	3	-3	-9	9
COc1ccc(CNC(=O)N2CCc3ccccc3C2)cc1	-4	-9	15	-12	-6	-6	-7	-12	-9	8	-11
Cc1cc(C)nc(-n2nc(C)cc2NC(=O)c2cccc(S(=O)(=O)N3CCOCC3)c2)n1	-10	-18	-29	8	-39	6	-2	1	-6	0	-3
O=c1c2oc3ccccc3c2ncn1Cc1ccc(Cl)cc1	10	5	2	-1	0	-8	6	-19	-20	5	14
CC(C)Oc1ccc(N2C(=O)c3ccccc3C2=O)cc1	4	-12	-2	4	-31	0	3	-12	-31	-16	-21
Cc1cccc(C)c1-n1nnnc1C(C)(C)N1CCN(N=O)CC1	21	15	-17	-18	1	10	0	-4	15	-8	16
O=C(NCCc1nc2ccccc2[nH]1)/C(=C/c1ccc2c(c1)OCO2)NC(=O)c1ccccc1	10	18	-22	-7	-3	6	-4	7	9	9	4
Cc1cc(OCC(=O)Nc2ccc(CN3CCOCC3)cc2)c2c(C)c(C)c(=O)oc2c1	9	-13	-131	-3	-28	3	9	-16	-15	39	-1
CC(NC(=O)/C(=C\c1ccco1)NC(=O)c1ccco1)C(=O)O (stereo not given)	4	1	9	6	5	1	5	-8	16	0	-9
CCOc1ccc(NC(=O)CSc2nc3ccccc3c(=O)n2CCNC(C)=O)cc1	5	6	-9	-5	-63	-10	-9	2	-30	19	5
O=C1Nc2ccccc2/C1=N/N=C/c1ccc(-c2ccc([N+](=O)[O-])cc2)o1	15	1	-35	-5	-13	5	-3	-37	-37	15	15
CCCN(CCC)CCCNC(=O)c1ccc2c(Cl)c3c(nc2c1)CCC3	1	-14	6	-2	-1	-9	-6	-24	-9	-3	-8
Cc1cc(Cl)ccc1OCC(=O)N[C@@H](Cc1ccccc1)c1nc2ccccc2[nH]1	-6	2	7	3	-7	3	-1	-33	-33	11	-15
COC(=O)C1=C(N)Oc2cc(C)n(CCc3ccccc3)c(=O)c2C1c1cccnc1 (stereo not given)	11	3	-4	7	-2	14	11	-5	3	9	0
Cc1ccc(Cn2ccc(NC(=O)C3C4CCC(C4)C3C(=O)O)n2)cc1 (stereo not given)	-2	0	2	-3	-4	-18	-1	-5	2	-9	7
O=C(CN1CCN(c2ccc(F)cc2)CC1)Nc1cc(C(F)(F)F)ccc1Cl	4	7	-12	10	19	27	2	-4	-7	-6	10
COc1ccc(S(=O)(=O)N(C)C[C@H]2Oc3c(NC(=O)Nc4c(C)noc4C)cccc3C(=O)N([C@H](C)CO)C[C@@H]2C)cc1	-1	10	25	-10	28	-8	-6	18	9	-6	16
Cc1ccccc1N(C(=O)CCCC(=O)Nc1ccccn1)C(C(=O)NC1CCCC1)c1ccc(O)cc1 (stereo not given)	18	17	-8	-8	2	-2	3	11	-37	0	-13
CCOc1ccc(N2C(=O)C3ON(c4ccccc4)C(c4ccco4)C3C2=O)cc1 (stereo not given)	4	-3	-5	1	-15	-10	-14	-14	-41	-23	24
CC(C)Oc1ccc(C(=O)OCC(=O)N2CCCc3ccccc32)cc1	11	-2	-9	-4	3	-6	6	-10	-4	1	-7
CCCCn1c(N)c(N(CC(C)C)C(=O)C2CC(=O)N(CCc3ccccc3)C2)c(=O)[nH]c1=O (stereo not given)	15	-26	-4	-4	7	-7	6	7	14	11	6
CCN(CC)S(=O)(=O)c1ccc(Cl)c(C(=O)NCc2ccccc2Cl)c1	-15	1	0	2	-11	-29	-17	1	5	2	-16
Cc1onc(C(=O)N2CCN(c3ccccc3)CC2)c1[N+](=O)[O-]	9	14	6	-6	-6	-11	11	3	10	-31	0
COc1ccc(C(=O)COC(=O)c2ccn(C)n2)cc1	8	-29	-8	-13	-78	-34	2	2	-41	-104	-63
O=C(N/N=C/c1ccc(-c2cccc([N+](=O)[O-])c2)o1)c1ccccc1O	-4	1	-12	3	-3	10	22	0	45	3	6

Whole records from above. Order of values: KKLEB tox | COUP-TFII inh | CF NFkB block | LMP1 NFkB inh | NCOA1 inh | LRH-1 inv ag | TRAIL sens C8 | TWEAK Fn14 block | TROY NFkB inh | Shn3 inh set2 | SRC3 inh
Cc1ccccc1N(C(=O)CCCC(=O)Nc1ccccn1)C(C(=O)NC1CCCC1)c1ccc(O)cc1 (stereo not given) across the screens: 18 | 17 | -8 | -8 | 2 | -2 | 3 | 11 | -37 | 0 | -13
CC(C)Oc1ccc(C(=O)OCC(=O)N2CCCc3ccccc32)cc1 across the screens: 11 | -2 | -9 | -4 | 3 | -6 | 6 | -10 | -4 | 1 | -7

Bioassay records from PubChem BioAssay.

The list is partial. The share of hits here may be higher or lower than overall.
